PAFAH2 inh – inhibitors of human PAFAH2; Q99487; recombinant PAFAH2, FP-rhodamine activity probe, fluorescence polarization; inhibition, % at 3.39 µM; 340,000 tested, 0.99% active; AID 492956;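 active = inhibition above the mean over all tested compounds plus 3 SD, cut at about 30% in these data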;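 note: inhibitors block probe labeling of enzyme so polarization drops; 0% = enzyme with DMSO and 100% = wells lacking PAFAH2 protein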
* = called active by the depositor.

item | PAFAH2 inh | structure
1 | -4 | O=c1c2ccccc2nnn1-c1ccccc1
2 | 5 | NS(=O)(=O)c1ccc(Nc2nc(-c3cccnc3)cs2)cc1
3 | -6 | CN(CCc1ccccc1)C(=O)c1ccc(NC(=O)Cc2ccc(NC(=O)C3CCN(C(=O)c4ccccc4)CC3)cc2)cc1
4 | 0 | CCCC(=O)NC1CCc2cc(OC)c(OC)c(OC)c2-c2ccc(OC)c(=O)cc21 (stereo unspecified)
5 | 7 | O=[N+]([O-])c1ccc(-c2nc(Nc3ccc(O)cc3)c3ccccc3n2)cc1
6 | -2 | N#CC(=C(O)COC(=O)CCC1CCCCC1)c1nc2ccccc2[nH]1
7 | 1 | Cn1cc(Br)c(C(=O)N2CCCCCC2)n1
8 | 3 | COc1cc(C)c2c(c1OC)C(=O)CC2
9 | 0 | CN(C)CC(O)c1ccc(C=Cc2ccc(Cl)cc2)cc1 (stereo unspecified)
10 | -2 | COc1ccc(C(=O)c2ccc(OC)c(OC)c2OC)cc1
11 | 1 | CCc1cc(Br)ccc1NC(=S)NCCc1ccccc1
12 | -5 | Cc1ccc(S(=O)(=O)N2CCN(CCOc3ccccc3)CC2)cc1
13 | 4 | COc1ccc(CC(=O)NCc2ccc(Cl)cc2)cc1S(=O)(=O)N1CCOCC1
14 | 6 | O=C(Oc1ccc(NC2=C(Cl)C(=O)c3ccccc3C2=O)cc1)c1ccc([N+](=O)[O-])cc1
15 | 3 | CN1OC[C@@H]2CN(C(=O)CCc3ccccc3)[C@H](c3cccc(N4CCOCC4)c3)C[C@@H]21
16 | -2 | COc1ccc(NC(=O)CCCCCn2nnc3ccccc3c2=O)cc1
17 | 0 | Cc1onc(-c2ccccc2)c1C(=O)N[C@@H]1C(=O)N2C1SC(C)(C)[C@@H]2C(=O)O (stereo partly specified)
18 | 4 | CC(=O)c1ccc(N2CCN(C(=O)CNS(=O)(=O)c3ccc4c(c3)OCCCO4)CC2)c(F)c1
19 | 0 | O=C(OCCc1ccccn1)c1cccc([N+](=O)[O-])c1
20 | 3 | O=C1CCC(CCc2nc3ccccc3[nH]2)(c2ccccc2)C(=O)N1 (stereo unspecified)
21 | 4 | COc1ccccc1CN(C)C(=O)CNC(=O)c1cccc(Cl)c1
22 | -9 | CSc1ccccc1NC(=O)COC(=O)CCCOc1ccc(C)cc1
23 | 5 | Cn1c(-c2ccccc2)c(C(=O)CCl)c2ccccc21
24 | 70* | O=C(O)c1ccccc1NS(=O)(=O)c1ccc(NNC(=S)Nc2ccc(OC(F)F)cc2)c([N+](=O)[O-])c1
25 | 2 | CN(Cc1ccc(OC(F)F)cc1)C(=O)c1cccc(S(=O)(=O)N2CCN(Cc3ccccc3)CC2)c1

Sorted by the number under PAFAH2 inh (smallest number first): 5 of the compounds above
item | PAFAH2 inh | structure
22 | -9 | CSc1ccccc1NC(=O)COC(=O)CCCOc1ccc(C)cc1
12 | -5 | Cc1ccc(S(=O)(=O)N2CCN(CCOc3ccccc3)CC2)cc1
6 | -2 | N#CC(=C(O)COC(=O)CCC1CCCCC1)c1nc2ccccc2[nH]1
4 | 0 | CCCC(=O)NC1CCc2cc(OC)c(OC)c(OC)c2-c2ccc(OC)c(=O)cc21 (stereo unspecified)
25 | 2 | CN(Cc1ccc(OC(F)F)cc1)C(=O)c1cccc(S(=O)(=O)N2CCN(Cc3ccccc3)CC2)c1

Carrying on:
item | PAFAH2 inh | structure
26 | 6 | O=C(Cc1cccc(NC(=O)C2CCCN(C(=O)C3CCC3)C2)c1)Nc1cccc(C(=O)N2CCCCC2)c1 (stereo unspecified)
27 | -4 | CCCCN(CCCC)C(=O)CSc1nnc2n(C)c(=O)c3c4c(sc3n12)CCCC4
28 | 5 | O=C(Cc1ccc(NC(=O)C2CCCN(C(=O)CCc3ccccc3)C2)cc1)Nc1cccc(C(=O)N2CCCC2)c1 (stereo unspecified)
29 | 5 | O=C(NNc1ccccc1)c1ccc(Cl)c(Cl)c1
30 | -2 | CC(C)(O)CN(C(=O)c1ccccc1)C1CCCCC1
31 | 11 | COc1ccc(CN2CCN(C(=O)c3ccc(S(=O)(=O)N4CCCCCC4)cc3)CC2)cc1F
32 | 16 | O=C(c1cccs1)N1CCN(S(=O)(=O)c2cccc(Cl)c2Cl)CC1
33 | -7 | Cc1oc(-c2ccccc2F)nc1CN1CCC(C(=O)NC2CCCCCCC2)CC1
34 | 0 | COc1ccccc1CNC(=O)CCCc1cn(C)c2ccccc12
35 | 4 | c1ccc2c(c1)Nc1cc3ccccc3cc1O2
36 | 1 | C=CCN(C(=O)CSc1nnnn1C)c1nc(-c2ccccc2)cs1
37 | 5 | C=CCN(c1ccccc1OC)S(=O)(=O)c1cccc(C(=O)NCC(c2ccc(OC)cc2)N2CCCC2)c1 (stereo unspecified)
38 | 6 | CCOCCCNC(=O)c1cn2c3c(ccc(Cl)c3c1=O)OC(C)C2 (stereo unspecified)
39 | -3 | CCc1sc(C(=O)Nc2nc(C)cs2)cc1C
40 | 3 | O=C(OCC(=O)N1CCN(c2ccccc2)CC1)C1CCCN1S(=O)(=O)c1ccc(Cl)cc1 (stereo unspecified)
41 | 5 | O=C(O)c1cc([N+](=O)[O-])ccc1Oc1ccccc1
42 | 2 | O=C(Nc1ccc(S(=O)(=O)N2CCOCC2)cc1)c1cccc([N+](=O)[O-])c1
43 | 3 | O=C1c2ccccc2C(=O)c2[nH]cnc21
44 | 7 | C[C@H](NS(=O)(=O)c1ccc(Cl)cc1)C(=O)OCC(=O)Nc1cc(S(=O)(=O)N2CCOCC2)ccc1Cl
45 | -3 | C(=NN1CCCCCC1)c1ccccc1
46 | 2 | Cc1ccc(/C=C/C(=O)NCc2ccc(S(N)(=O)=O)cc2)o1
47 | 47* | Cc1ccc(NC(=O)Cc2nc(COC(=O)Cc3cccc(C(F)(F)F)c3)cs2)cc1
48 | -15 | CCCCC(=O)OC1CCC2C3CCc4cc(O)ccc4C3CCC12C (stereo unspecified)
49 | -11 | O=C(Nc1ccncc1)Nc1ccc(F)cc1
50 | -6 | CCOc1ccc2[nH]c(C(=O)N/N=C/c3ccc(OC)cc3)cc2c1

As entered above:
no. 28 in PAFAH2 inh: 5
no. 38 in PAFAH2 inh: 6
no. 37 in PAFAH2 inh: 5
no. 35 in PAFAH2 inh: 4

The listing picks up, repeating the five entries before the break.
item | PAFAH2 inh | structure
46 | 2 | Cc1ccc(/C=C/C(=O)NCc2ccc(S(N)(=O)=O)cc2)o1
47 | 47* | Cc1ccc(NC(=O)Cc2nc(COC(=O)Cc3cccc(C(F)(F)F)c3)cs2)cc1
48 | -15 | CCCCC(=O)OC1CCC2C3CCc4cc(O)ccc4C3CCC12C (stereo unspecified)
49 | -11 | O=C(Nc1ccncc1)Nc1ccc(F)cc1
50 | -6 | CCOc1ccc2[nH]c(C(=O)N/N=C/c3ccc(OC)cc3)cc2c1
51 | 0 | O=C(Nc1ccc(Cl)c(S(=O)(=O)N2CCCCC2)c1)c1ccncc1
52 | 15 | Cc1cc(=O)[nH]c(NN=Cc2cc(Br)ccc2O)n1
53 | -1 | COc1ccc(CCNC(=O)COc2ccc(N(C)S(=O)(=O)c3ccc(Cl)cc3)cc2)cc1
54 | 5 | CC(=O)C(=Cc1ccc(O)cc1)C(C)=O
55 | 66* | O=C(COC(=O)c1ccc2ncsc2c1)Nc1cc(Cl)ccc1F
56 | -2 | Cc1ccccc1S(=O)(=O)N1C[C@H]2CON(C)[C@H]2C[C@H]1c1cccc(N2CCOCC2)c1
57 | 5 | Cn1c(=O)c2[nH]c(SCCN)nc2n(C)c1=S
58 | 21 | O=C(Nc1ccc(Nc2ccncc2)cc1)c1ccc(Nc2ccnc3ccc([N+](=O)[O-])cc23)cc1
59 | -5 | Cc1ccc(N(CC(=O)NC(C)(C)C)C(=O)CCC(=O)Nc2nccs2)c(C)c1
60 | 81* | C[n+]1c(-c2ccccc2)cc2c(=Cc3ccc([N+](=O)[O-])cc3)c3ccccc3n21
61 | -4 | CCSc1nnc2c3cc(CC)ccc3n(C)c2n1
62 | 88* | O=C1c2ccccc2-c2onc3ccc(N4CCCC4)c1c23
63 | 4 | O=C(Cc1cccc(NC(=O)C2CCCN(C(=O)C3CC3)C2)c1)Nc1cccc(C(=O)N2CCOCC2)c1 (stereo unspecified)
64 | 8 | O=C(NCc1ccccc1)c1cccc(NC(=O)c2ccccc2)c1
65 | -8 | O=C(N=C1SCC(=O)N1c1ccccc1Cl)c1ccccc1
66 | 2 | COc1ccc(CCN2CC(C(=O)N(C)CCc3cn[nH]c3)CCC2=O)cc1 (stereo unspecified)
67 | 0 | COc1ccc(CC(=O)NCCCSc2ccccc2)cc1OC
68 | -1 | COc1cccc2c3cccc(OC)c3c3[nH]cnc3c12
69 | 3 | CCC(=O)c1ccc(OCC(=O)N(CC)CC2COc3ccccc3O2)cc1 (stereo unspecified)
70 | 10 | CC(=O)NCCC(=O)Nc1cc(S(=O)(=O)N2CCCCC2)ccc1Oc1cccc(C)c1
71 | 1 | CC(OC(=O)CCN1C(=O)C2CC=CCC2C1=O)C(=O)Nc1ccc(F)cc1 (stereo unspecified)
72 | 9 | Cc1ccccc1CCNC(=O)C1CCC(=O)N(CCc2cccc(F)c2)C1 (stereo unspecified)
73 | 1 | Cc1ccc(OCCCCCN2CCOCC2)cc1
74 | -3 | Cc1nc2[nH]c(=O)n(O)c(=O)c2s1
75 | -3 | CC1C(C)N(C(=O)CCCl)c2ccccc2N1C(=O)CCCl (stereo unspecified)
76 | 2 | COc1ccc(CNCc2ccc3c(c2)OCO3)c(OC)c1OC
77 | -4 | O=C1C2C3c4ccccc4C(c4ccccc43)C2C(=O)N1c1ccncc1 (stereo unspecified)
78 | -2 | CC(=O)Nc1ccc(/C(N=Nc2ccccc2)=N/N=C(N)N)cc1
79 | 4 | Cc1nnc(SCCn2c(N3CC(C)CC(C)C3)nc3c2c(=O)n(C)c(=O)n3C)s1 (stereo unspecified)

In the list so far, these have two or more sulfur atoms.
item | PAFAH2 inh | structure
2 | 5 | NS(=O)(=O)c1ccc(Nc2nc(-c3cccnc3)cs2)cc1
24 | 70* | O=C(O)c1ccccc1NS(=O)(=O)c1ccc(NNC(=S)Nc2ccc(OC(F)F)cc2)c([N+](=O)[O-])c1
27 | -4 | CCCCN(CCCC)C(=O)CSc1nnc2n(C)c(=O)c3c4c(sc3n12)CCCC4
32 | 16 | O=C(c1cccs1)N1CCN(S(=O)(=O)c2cccc(Cl)c2Cl)CC1
36 | 1 | C=CCN(C(=O)CSc1nnnn1C)c1nc(-c2ccccc2)cs1
39 | -3 | CCc1sc(C(=O)Nc2nc(C)cs2)cc1C
44 | 7 | C[C@H](NS(=O)(=O)c1ccc(Cl)cc1)C(=O)OCC(=O)Nc1cc(S(=O)(=O)N2CCOCC2)ccc1Cl
57 | 5 | Cn1c(=O)c2[nH]c(SCCN)nc2n(C)c1=S
79 | 4 | Cc1nnc(SCCn2c(N3CC(C)CC(C)C3)nc3c2c(=O)n(C)c(=O)n3C)s1 (stereo unspecified)

Bioassay records deposited in PubChem BioAssay by The Scripps Research Institute Molecular Screening Center.

Some of the compounds tested; the hit share may differ from the screen's.
